Bioassay records deposited in PubChem by Sanford-Burnham Center for Chemical Genomics.
SENP1 inh – human SENP1 catalytic domain inhibitors, primary screen, biochemical, FRET, uHTS | recombinant SENP1 catalytic domain, CyPet-SUMO1-YPet FRET cleavage | inhibition, % at 10 µM | 0.21% of 360,000 active | AID 624204, 2012 | Sentrin-specific protease 1 (Homo sapiens), Q9P0U3;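 active = inhibition at least 30% at 10 µM, raw YFP signal under a set limit, fluorescence ratio 0.5 to 1.5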;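 note: 0% = enzyme with DMSO and 100% = no enzyme wells; some results filed as inactive read as strong as hits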
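Material – human SENP1 catalytic domain · Input – SENP1 enzyme, 20 pM final · Compound dosing – single concentration of 10 µM compound, 0.5% DMSO final · Timing – enzyme reaction for 50 min at room temperature, dark · Measured by – FRET fluorescence in CFP and YFP emission channels · Control set – no-enzyme wells low, DMSO-plus-enzyme wells high control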
mIAP inh – inhibitors of mouse IAP, primary screen, biochemical, luminescence, uHTS; AID 2806, 2010; inhibition, % at 10 µM; purified mouse IAP, CDP-Star luminescence, 30 min; intestinal alkaline phosphatase [Mus musculus]; 0.2% of 330,000 active;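 active = inhibition of at least 40% at 10 µM in the primary screen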;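 note: plate controls were DMSO with enzyme for no effect and no enzyme wells for full effect; values of inactives mirror those of a sister screen read the other way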
beta cell repl – inducers of MIN6 beta-cell proliferation, primary screen, ATP luminescence, uHTS; MIN6 cells proliferation, ATPlite luminescence, 48 h; cells starved in 0.2% serum; 100% = growth in 10% serum; proliferation, % at 10 µM; 0.29% of 330,000 active; AID 2380, 2010;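 active = compounds whose signal lies at least 3.5 SD above the mean of all wells on their plate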;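 note: 0% = DMSO-treated cells in low-serum medium and 100% = 10% serum control; some compounds called inactive have numbers as strong as hits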
hIAP act – human IAP activators, primary screen, biochemical, luminescence, uHTS; Intestinal-type alkaline phosphatase (Homo sapiens), P09923; purified human IAP, CDP-Star luminescence, 30 min; hits give high values; 1 = vehicle-only enzyme, 0 = enzyme-free background; activation factor at 10 µM; 0.16% of 330,000 active; AID 2524, 2010;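 active = activation factor of the enzyme at least 2-fold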; note: the source names both 10 and 20 µM as test concentration; values of inactives mirror those of a sister screen read the other way
Target sequence (P09923 whole entry, looked up): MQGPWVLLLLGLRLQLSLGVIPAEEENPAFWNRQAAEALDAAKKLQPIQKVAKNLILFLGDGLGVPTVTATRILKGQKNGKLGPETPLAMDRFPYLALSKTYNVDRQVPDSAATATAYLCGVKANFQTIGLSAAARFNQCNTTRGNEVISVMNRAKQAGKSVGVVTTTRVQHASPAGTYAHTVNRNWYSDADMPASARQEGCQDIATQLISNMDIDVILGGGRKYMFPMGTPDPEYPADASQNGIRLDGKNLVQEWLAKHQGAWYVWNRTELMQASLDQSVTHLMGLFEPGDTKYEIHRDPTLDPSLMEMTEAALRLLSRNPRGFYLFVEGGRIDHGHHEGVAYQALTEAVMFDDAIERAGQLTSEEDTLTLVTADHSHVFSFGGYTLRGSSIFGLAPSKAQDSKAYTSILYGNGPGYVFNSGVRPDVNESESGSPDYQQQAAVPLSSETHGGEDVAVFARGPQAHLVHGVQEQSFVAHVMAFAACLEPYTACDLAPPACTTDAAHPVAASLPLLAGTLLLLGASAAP
A3G deaminase – APOBEC3G DNA deaminase inhibitors, primary screen, biochemical, fluorescence, single-stranded DNA substrate, uHTS. DNA dC->dU-editing enzyme APOBEC-3G (Homo sapiens), Q9HC16. recombinant A3G, ssDNA deamination FAM/TAMRA fluorescence. inhibition, % at 20 µM. 0.28% of 330,000 active;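 active = inhibition of at least 40% at 20 µM, with no more than 30% in the related APOBEC3A deaminase screen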;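 note: plate controls were DMSO wells with A3G for no effect and wells lacking A3G enzyme for full effect; some compounds called inactive have numbers as strong as hits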
Target sequence (Q9HC16 whole entry, looked up): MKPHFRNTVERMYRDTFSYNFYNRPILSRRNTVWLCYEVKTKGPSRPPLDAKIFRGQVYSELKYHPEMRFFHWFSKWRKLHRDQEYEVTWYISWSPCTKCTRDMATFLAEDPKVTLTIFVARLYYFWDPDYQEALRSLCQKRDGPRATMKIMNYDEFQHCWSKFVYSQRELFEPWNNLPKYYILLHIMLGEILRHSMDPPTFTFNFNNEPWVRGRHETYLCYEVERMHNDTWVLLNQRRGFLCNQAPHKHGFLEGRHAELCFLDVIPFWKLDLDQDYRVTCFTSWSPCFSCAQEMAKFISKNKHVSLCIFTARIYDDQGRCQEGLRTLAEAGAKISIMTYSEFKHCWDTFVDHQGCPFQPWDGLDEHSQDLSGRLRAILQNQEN
mIAP act – activators of mouse IAP, primary screen, biochemical, luminescence, uHTS; intestinal alkaline phosphatase [Mus musculus]; muIAP, CDP-Star luminescence, 30 min; hits give high values; 1 = vehicle-only enzyme signal, 0 = enzyme-free wells; activation factor at 10 µM; 0.24% of 330,000 active; AID 2805, 2010;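 active = activation factor of at least 2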; note: the source names both 10 and 20 µM as test concentration; values of inactives mirror those of a sister screen read the other way
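Assay system: mouse IAP enzyme / Compound: DMSO-dissolved test compounds / Timing: 30 min, room temperature / Measured by: luminescence from enzymatic CDP-Star hydrolysis / Control set: DMSO-only wells, enzyme-free buffer wells as negative control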
APOBEC3A inh – APOBEC3A ssDNA deaminase inhibitors, primary screen, selectivity assay for APOBEC3G inhibitor project, biochemical, FAM/TAMRA oligo cleavage fluorescence. 0.41% of 330,000 active. DNA dC->dU-editing enzyme APOBEC-3A (Homo sapiens), P31941. inhibition, % at 20 µM. recombinant A3A, FAM/TAMRA ssDNA deamination fluorescence;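 active = at least 40% inhibition at 20 µM here, with at most 30% in a related deaminase screen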;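 note: plate controls were A3A with DMSO for no effect and wells lacking A3A enzyme for full effect; some results filed as inactive read as strong as hits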
hIAP block – human IAP inhibitors, primary screen, biochemical, luminescence, uHTS; 0.12% of 330,000 active; AID 2544, 2010; Intestinal-type alkaline phosphatase (Homo sapiens), P09923; purified IAP, CDP-Star luminescence, 30 min; inhibition, % at 10 µM;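 active = inhibition reaching a set limit with compound at 10 µM in the primary screen, cut at about 35% in these data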;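 note: plate controls were DMSO wells with enzyme for no effect and no-enzyme buffer wells for full effect; values of inactives mirror those of a sister screen read the other way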
NALP3 yeast inh – NALP3 inflammasome inhibitors in reconstituted yeast, primary screen, luminescence, uHTS | Yeast reconstituted NLRP3/ASC/caspase-1, beta-gal luminescence, 24 h | inhibition, % at 10 µM | 0.39% of 330,000 active | AID 2825, 2010;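 active = inhibition of 50% or more; inactive = inhibition below 50%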;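 note: plate controls were induced DMSO wells for no effect and uninduced yeast grown without galactose for full effect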
The depositor's hits bear a star; nt = no result given. Some of the compounds tested (hit frequency here may not be typical).

SMILES | SENP1 inh | mIAP inh | beta cell repl | hIAP act | A3G deaminase | mIAP act | APOBEC3A inh | hIAP block | NALP3 yeast inh
COc1ccc(C(=O)N/C(=C\c2cn(S(=O)(=O)N(C)C)c3ccccc23)C(=O)N2CCN(C)CC2)cc1 | 1 | -1 | 6 | 0.92 | -4 | 1 | -1 | 8 | 8
Cc1nn(CCCC(=O)Nc2nccs2)c(C)c1[N+](=O)[O-] | 0 | -13 | -1 | 1.2 | 1 | 1.1 | 1 | -20 | -7
COc1ccc(OCC(=O)NNC(=O)c2cccc(S(=O)(=O)N(C)C)c2)cc1 | 0 | 11 | 0 | 0.99 | -5 | 0.89 | 4 | 1 | 10
CC(C)(C)c1ccc(/C=N/NC(=O)c2ccccn2)cc1 | 0 | 10 | -3 | 1.3 | -4 | 0.9 | 1 | -33 | 16
Cc1cnc(NC(=O)COc2cccc3c2OC(C)(C)C3)s1 | 1 | 0 | -1 | 0.94 | -2 | 1 | 2 | 6 | 37
Cc1ccccc1CSCc1nc2ccccc2[nH]1 | 1 | -6 | 0 | 0.88 | -10 | 1.1 | -3 | 12 | 31
CCN1CCN(CCOc2ccccc2OCc2ccccc2)CC1 | 0 | 1 | 0 | 1.1 | -9 | 0.99 | -3 | -5 | 4
Cc1ccc(S(=O)(=O)NCc2ccc(C(=O)NCc3cccnc3)cc2)cc1 | nt | -9 | -5 | 1 | 2 | 1.1 | 1 | 0 | 6
COc1ccc([N+](=O)[O-])cc1NC(=O)C(C)Sc1ccc(C)cc1 (configuration not stated) | 1 | 1 | 0 | 1 | 4 | 0.99 | 2 | -1 | 31
COc1ccccc1CCN1CCCC(CN(C)Cc2ccc(OCCO)cc2)C1 (configuration not stated) | 0 | -3 | 5.8* | 1.3 | -7 | 1 | -4 | -31 | 20
O=C(OCc1ccc([N+](=O)[O-])cc1)c1ccccn1 | 2 | -7 | -2 | 1.1 | -3 | 1.1 | -1 | -6 | 9
COc1ccccc1N1CCN(Cc2ccc(OC)c(OC)c2OC)CC1 | 2 | 9 | 1 | 0.92 | -7 | 0.91 | -5 | 8 | 7
Cc1c(OCc2ccc(C(=O)O)cc2)ccc2c(-c3ccccc3)cc(=O)oc12 | 2 | 13 | -4 | 0.91 | 0 | 0.87 | 0 | 9 | -7
O=C(Cc1ccc(S(=O)(=O)N2CCCC2)s1)N1CCN(c2ccccc2)CC1 | 1 | -2 | -1 | 1.1 | -4 | 1 | 19 | -8 | 5
Cc1ccc(C)c(N2CCN(c3ccc([N+](=O)[O-])cn3)CC2)c1 | 1 | 0 | -4 | 0.89 | -6 | 1 | 0 | 11 | 4
CCN1C(=O)[C@H]2[C@@H](c3ccc(-c4ccc(F)cc4)c(OC)c3)N[C@@](Cc3ccccc3)(C(=O)OC)[C@H]2C1=O | 1 | 6 | -6 | 0.94 | -4 | 0.94 | 0 | 6 | 21
CCOC(=O)Cc1csc(NC(=O)COc2cc(C)cc(C)c2)n1 | -2 | -2 | -2 | 0.86 | -10 | 1 | -3 | 14 | 31
CC(=O)c1ccc(N2CCN(C(=O)c3cc4c(C)nc5ccccc5c4o3)CC2)cc1 | 2 | 0 | 1 | 0.93 | -4 | 1 | -3 | 7 | 8
CCCCCC(=O)N/N=C/c1cc(Br)c(O)c(OC)c1 | 0 | 0 | 3 | 0.99 | -7 | 1 | -1 | 1 | 22
Cc1cccc2nc(-c3ccco3)c(Nc3ccc4c(c3)OCO4)n12 | -6 | 1 | 2 | 0.96 | 0 | 0.99 | 1 | 4 | 2
CCOC(=O)Nc1nc(C)c(C(=O)N(C)C)s1 | 3 | -1 | -1 | 0.84 | -1 | 1 | 0 | 16 | 7
Cc1cc(NC(=O)COc2ccc(Cl)cc2Cl)n(-c2ccccc2)n1 | -1 | -3 | 1 | 1.1 | -2 | 1 | -1 | -11 | 13
CCOCCCn1c(=NC(=O)c2cccs2)c(C#N)cc2c(=O)n3cccc(C)c3nc21 | -38 | -5 | -1 | 1 | 14 | 1.1 | 1 | -2 | 10
COc1ccc([C@H]2CC(=O)C=C(c3cccc(NC(C)=O)c3)C2)cc1 | -6 | -2 | 1 | 1 | -13 | 1 | -5 | -4 | 1
O=CN1CCN(CC(O)Cn2c3ccccc3c3ccccc32)CC1 (configuration not stated) | 1 | 7 | -1 | 0.89 | -6 | 0.93 | -5 | 11 | 10

Next entries follow.
SMILES | SENP1 inh | mIAP inh | beta cell repl | hIAP act | A3G deaminase | mIAP act | APOBEC3A inh | hIAP block | NALP3 yeast inh
CCn1c(=O)c2c(nc3n2CCCN3CCc2ccccc2)n(C)c1=O | -2 | 5 | 2 | 1.2 | 0 | 0.95 | -1 | -24 | 18
O=C(O)CCCC[C@@H]1SC[C@@H]2NC(=O)N[C@@H]21 | 4 | 5 | -1 | 0.86 | -6 | 0.95 | -3 | 14 | 7
O=C(CN1C(=O)NC2(CCCC2)C1=O)NCc1ccc(F)cc1 | 0 | 5 | -2 | 0.94 | 0 | 0.95 | 2 | 6 | -1
Fc1ccc(/C=C\c2nccc3c2[nH]c2ccccc23)cc1 | -85 | -34 | -7 | 1.1 | -6 | 1.3 | -2 | -14 | 11
COc1ccc(C(=O)NCC(=O)Nc2ccccc2)cc1OC | 0 | -4 | -2 | 0.87 | -1 | 1 | -17 | 13 | -3
C=CCNC(=O)N1CCCC(C(=O)c2cccc(OC(C)C)c2)C1 (configuration not stated) | 1 | -2 | -3 | 1.3 | -11 | 1 | -6 | -27 | 5
CNC(=O)NC(=O)Cn1nc2n(c1=O)-c1ccccc1SC2 | 1 | 0 | -1 | 0.96 | 1 | 0.99 | -2 | 4 | 8
CSCCC(NC(=O)c1ccco1)C(=O)OCC(=O)Nc1ncc(Cl)c(C)c1Cl (configuration not stated) | 0 | 1 | 0 | 1.1 | 3 | 0.99 | 6 | -14 | 11
O=C(NC1CCCCC1)c1nn2c(C(F)(F)F)cc(-c3ccco3)nc2c1Br | -7 | 15 | 0 | 0.89 | -5 | 0.85 | 2 | 11 | 17
COc1ccc(/C=N/Nc2cc(N3CCOCC3)nc(C)n2)c(OC)c1 | 0 | 4 | -1 | 1.1 | -4 | 0.96 | -1 | -11 | 30
O=C(Nc1ccc2c(c1)OCO2)C1CCN(C(=O)c2ccc([N+](=O)[O-])cc2)CC1 | 0 | 8 | -1 | 0.98 | -5 | 0.92 | -3 | 2 | 18
COCCCNC(=O)CNC(=S)N(Cc1ccccc1F)C1CCCCC1 | 1 | 0 | 1 | 0.72 | -6 | 1 | -1 | 28 | 23
Cc1nc2ccccc2c(=O)n1NCc1cccs1 | 3 | -3 | -2 | 1.1 | 3 | 1 | -3 | -5 | 19
CC(C)=NOc1nc(N2CCOCC2)nc(N2CCOCC2)n1 | 2 | 0 | -2 | 0.94 | -13 | 1 | -3 | 6 | 9
Cc1ccc(S(=O)(=O)NC(C)(C)CN2CCc3ccccc3C2)cc1 | -5 | -9 | -1 | 1 | 3 | 1.1 | 2 | -2 | 13
Cc1scc(C(=O)NNC(=S)NCc2ccccc2)c1C | 2 | 1 | 0 | 0.93 | -4 | 0.99 | 3 | 7 | 13
O=C(CN1CCOCC1)Nc1ccccc1F | 7 | 8 | 2 | 1 | -12 | 0.92 | -6 | -1 | 12
COc1ccc(Br)cc1C1CC(=O)N2CN(C)CSC2=C1C#N (configuration not stated) | -19 | -2 | -6 | 0.87 | 6 | 1 | 0 | 13 | 13
Cc1ccc2nc(SCC(=O)N3CCC(Cc4ccccc4)CC3)nc(=O)n2c1 | 2 | 6 | -5 | 1.1 | 14 | 0.94 | 3 | -13 | 17
Cc1ccc(OCC(=O)NNC(=O)C(=O)NC(C)(C)C)cc1 | 0 | 19 | 1 | 1.5 | -5 | 0.81 | 0 | -52 | 9
CC(=O)N1CCOc2ccc(S(=O)(=O)NCC3CCC(C(=O)NCCC(C)C)CC3)cc21 (configuration not stated) | 0 | 1 | -2 | 1.1 | -6 | 0.99 | -4 | -12 | 7
Fc1ccccc1CSc1ccc(-c2ccco2)nn1 | 0 | 0 | -5 | 1.1 | -5 | 1 | -1 | -8 | 15
COc1ccc2c(c1OC)C[N+]1([O-])CCc3cc4c(cc3C1C2)OCO4 (configuration not stated) | -3 | -1 | 0 | 0.97 | 0 | 1 | 1 | 2 | 25
C[C@@H]1COC(=O)[C@@H](Cc2ccc(F)cc2)C/C=C\C[C@H](CC(=O)N(CCO)Cc2ccccc2)C(=O)N1 | 3 | -10 | -4 | 1.1 | -2 | 1.1 | -1 | -13 | 11
O=C(O)c1ccc(-c2noc(-c3ccc(F)cc3)n2)cc1 | 4 | 3 | -4 | 1 | -6 | 0.97 | 14 | -3 | 5

(next part)
SMILES | SENP1 inh | mIAP inh | beta cell repl | hIAP act | A3G deaminase | mIAP act | APOBEC3A inh | hIAP block | NALP3 yeast inh
CC(=O)C1=C(O)C(=O)N(c2cccc(C(=O)O)c2)C1c1ccc(F)cc1 (configuration not stated) | 1 | -7 | 0 | 1.1 | -3 | 1.1 | -3 | -14 | -1
O=C(c1cc2ccccc2cc1O)N1CCN(c2ccccn2)CC1 | 0 | -4 | 0 | 0.92 | -9 | 1 | -3 | 8 | 2
c1ccc(C2=Nc3ccccc3NC(c3ccccc3)C2)cc1 (configuration not stated) | -31 | 2 | 0 | 0.91 | -2 | 0.98 | 0 | 9 | -16
Cc1ccc(C(C)(C)C)c(OCCN2CCCC2)c1 | 1 | 2 | -1 | 0.86 | 3 | 0.98 | 5 | 14 | 18
COc1ccccc1-c1noc(CSc2nc(N)cc(=O)[nH]2)n1 | 1 | 4 | 1 | 0.9 | -4 | 0.96 | -2 | 10 | -1
CCN(C(=O)CSc1nc2ccc(OC)cc2[nH]1)c1c(N)n(Cc2ccccc2)c(=O)[nH]c1=O | -1 | -1 | -4 | 1.1 | -8 | 1 | 2 | -8 | 11
Cc1nc2sc(C(c3ccccc3)N3CCN(CCO)CC3)c(O)n2n1 (configuration not stated) | -1 | -5 | 0 | 0.96 | -10 | 1.1 | -2 | 4 | 2
CCc1nc2oc(C(=O)c3ccccc3)c(N)c2c2c1COC(C)(C)C2 | -79 | -3 | -3 | 1 | 0 | 1 | 1 | -5 | 0
COc1ccc(CCC(=O)NNC(=S)Nc2cccc(C(C)=O)c2)cc1 | 4 | 1 | -1 | 1.3 | -11 | 0.99 | -5 | -27 | 32
